Screening results as filed in PubChem BioAssay.
Efflux pump mplx: antifungal efflux pump inhibition, Nile Red retention; S. cerevisiae Candida pump triplex; actives 0.44% (n = 330,000); inhibition, % at 10 µM;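 active means plate passing quality check with inhibition over a set limit, or well fluorescence over plate mean plus 4 SD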;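 further: Nile Red retained in pooled yeast measured as flow cytometry median fluorescence; 0% = buffer negative control and 100% = Enniatin B positive control; higher means more Nile Red kept so more efflux inhibition; some compounds called inactive have numbers as strong as hits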
MEP2 TOR yeast: yeast TOR pathway MEP2-GFP modulation; S. cerevisiae MEP2-GFP strain, flow cytometry GFP, 3 h; 100% = DMSO control level; GFP response vs DMSO, % at 10 µM; actives 0.51% (n = 330,000);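 active means GFP response versus DMSO above a set limit, roughly screen mean plus 3 SD, cut at about 180% in these data; inconclusive means fewer than 70 cells counted for a yeast strain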;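 further: median GFP fluorescence of the barcode-gated MEP2-GFP cells per well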
RPL19A-GFP yeast: alters RPL19A-GFP fluorescence in TOR pathway yeast screen. S. cerevisiae RPL19A-GFP strain, flow cytometry, 3 h; active compounds read low. percent response vs DMSO, % at 10 µM. actives 0.3% (n = 330,000). AID 2025;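 active means percent response vs DMSO below 50%; inconclusive means fewer than 70 events counted for the yeast strain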;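 further: median channel GFP fluorescence of the barcoded RPL19A-GFP strain; ratio of sample median GFP to plate DMSO average so 100% = DMSO; lower means less RPL19A-GFP as with rapamycin TOR inhibition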
Yeast superoxide: yeast age-related superoxide inhibition as caloric restriction mimetic; actives 0.18% (n = 330,000); superoxide response (% of plate mean), % at 10 µM; S. cerevisiae aged cells, superoxide DHE fluorescence; active compounds read low;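 active means superoxide response under a set limit, about three screen SD below normal, cut at about 65% in these data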;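 further: yeast aged for seven days with compound at 30 °C before DHE staining; 100% = average MFI of all compound-treated wells on the plate with controls excluded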
AGP1 TOR yeast: yeast TOR pathway AGP1-GFP modulation; S. cerevisiae AGP1-GFP multiplex flow cytometry, 3 h; GFP as percent of DMSO wells; GFP response vs DMSO, % at 10 µM; actives 0.02% (n = 320,000);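 active means GFP response relative to DMSO above a set limit, near screen average plus 3 SD, cut at about 150% in these data; inconclusive means fewer than 70 cells counted for the yeast strain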;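 further: median GFP channel fluorescence of the gated AGP1 strain per well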
AHR activator: activates the human aryl hydrocarbon receptor; AID 2796; P35869; AHR-responsive luciferase reporter cells, luminescence; actives 2.5% (n = 320,000); activation, % at 5 µM; in the data active means activation above about 47%;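 further: 0% = vehicle wells and 100% = reference agonist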
Target sequence (P35869 whole entry, looked up): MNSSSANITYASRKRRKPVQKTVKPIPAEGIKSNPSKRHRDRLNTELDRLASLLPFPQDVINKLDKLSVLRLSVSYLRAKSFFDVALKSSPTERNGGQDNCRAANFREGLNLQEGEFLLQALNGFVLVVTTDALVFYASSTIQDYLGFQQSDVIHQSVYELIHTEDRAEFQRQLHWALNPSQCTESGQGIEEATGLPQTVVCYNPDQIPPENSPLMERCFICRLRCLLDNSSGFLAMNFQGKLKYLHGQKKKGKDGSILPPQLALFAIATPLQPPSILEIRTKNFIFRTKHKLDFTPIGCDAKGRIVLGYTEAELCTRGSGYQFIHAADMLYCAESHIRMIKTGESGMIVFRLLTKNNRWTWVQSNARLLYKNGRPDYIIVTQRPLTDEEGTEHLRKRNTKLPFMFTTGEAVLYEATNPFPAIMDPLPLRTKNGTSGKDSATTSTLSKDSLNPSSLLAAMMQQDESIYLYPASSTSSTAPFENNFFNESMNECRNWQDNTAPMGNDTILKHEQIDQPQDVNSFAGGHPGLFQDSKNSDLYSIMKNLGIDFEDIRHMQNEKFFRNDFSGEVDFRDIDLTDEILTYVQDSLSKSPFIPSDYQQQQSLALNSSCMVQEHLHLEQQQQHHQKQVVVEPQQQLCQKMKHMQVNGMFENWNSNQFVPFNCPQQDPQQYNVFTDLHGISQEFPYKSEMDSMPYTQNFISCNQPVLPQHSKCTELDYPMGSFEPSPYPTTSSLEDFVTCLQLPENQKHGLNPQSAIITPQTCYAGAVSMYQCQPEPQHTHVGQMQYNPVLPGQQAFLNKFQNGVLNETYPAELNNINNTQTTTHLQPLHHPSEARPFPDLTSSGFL
LAP4 TOR yeast: modulators of TOR pathway LAP4-GFP in S. cerevisiae. GFP response vs DMSO, % at 10 µM. S. cerevisiae LAP4-GFP multiplex, flow cytometry GFP, 3 h; median GFP as percent of DMSO wells. actives 0.34% (n = 320,000);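 active means GFP response vs DMSO above a set limit, about the screen mean plus 3 SD, cut at about 150% in these data; inconclusive means under 70 cell events counted for the yeast strain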
CIT2-GFP yeast: yeast TOR pathway CIT2-GFP modulation. actives 0.065% (n = 320,000). GFP response vs DMSO, % at 10 µM. S. cerevisiae CIT2-GFP strain, flow cytometry, 3 h; 100 means same as DMSO wells. AID 2029;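 active means GFP response relative to DMSO above a set limit, near the screen mean plus 3 SD, cut at about 150% in these data; inconclusive means Fewer than 70 cells measured for a yeast strain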;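 further: ratio of well median GFP fluorescence to mean of DMSO wells on the plate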
* hit, by the source's call; ? = inconclusive; . = not tested or not shown; & = joins results of further samples; [ ] = dose if it differs, or a comment.

SMILES | Efflux pump mplx | MEP2 TOR yeast | RPL19A-GFP yeast | Yeast superoxide | AGP1 TOR yeast | AHR activator | LAP4 TOR yeast | CIT2-GFP yeast
CCS(=O)(=O)n1nc(NCc2cccc(OC)c2)nc1NCc1cccc(OC)c1 | -0.1 | 102 | 102 | 102 | 109 | 5 | 103 | 93
CCOC(=O)/C=C1\CC(=O)Nc2cc(C)c(C)cc2N1 | 0.5 | 98 | 98 | 102 | 103 | 0 | 109 | 92
COc1cccc2c1c(NC(=O)c1cc(C)on1)nn2C | 0.0 | 101 | 97 | 98 | 106 | 9 | 124 | 101
CCCc1nc2c(C)ccc(C)c2c(N)c1CC | 0.0 | 120 | 83 | 97 | 26 | 20 | 94 | 83
Cc1ccc(S(=O)(=O)c2nc(-c3ccc(F)cc3)oc2SCC(N)=O)cc1 | 0.5 | 99 | 93 | 83 | 85 | 16 | 95 | 100
CCOCCCNC(=O)c1cc(Nc2ccc(OC)cc2OC)nc2ccccc12 | 0.0 | 105 | 102 | 87 | 95 | 3 | 98 | 95
CC(C)(C)NC(=O)CCN(/N=C/c1ccccc1F)C1=NS(=O)(=O)c2ccccc21 | 0.0 | 98 | 107 | 106 | 111 | 3 | 102 | 107
CN(NS(=O)(=O)c1cccs1)c1ncc(C(F)(F)F)cc1Cl | -0.6 | 112[may fluoresce green] | 93[may fluoresce green] | 110 | 120[may fluoresce green] | 0 | 103[may fluoresce green] | 171*[may fluoresce green]
Cc1cccc(CCNC(=O)c2cc(S(=O)(=O)N3CCOCC3)cn2C)c1 | 0.2 | 103 | 98 | 97 | 96 | 6 | 101 | 99
COc1ccccc1NS(=O)(=O)c1cccc(N=C2N=C(N)c3ccccc32)c1 | 0.1 | 96 | 101 | 118 | 96 | 1 | 97 | 97
Cc1occc1C(=O)NNC(=O)C1CC1 | 1.1 | 105 | 104 | 111 | 110 | 0 | 107 | 96
C=CCn1c(=N)c(S(=O)(=O)c2ccc(C)c(C)c2)cc2c(=O)n3ccccc3nc21 | -0.2 | 99 | 96 | 103 | 98 | 3 | 91 | 102
CCC12CC3CC(C1)CC(C(=O)O)(C3)C2 | -0.1 | 183*[may fluoresce violet] | 56[may fluoresce violet] | 91 | 15[may fluoresce violet] | 0 | 101[may fluoresce violet] | ?
COCc1cc(=O)[nH]c(Nc2nc(C)c3ccccc3n2)n1 | -0.1 | 103 | 97 | 101 | 105 | -11 | 97 | 102
CC(=O)Nc1sc(NC(=O)c2ccc([N+](=O)[O-])cc2)nc1-c1cccs1 | -0.1 | 103 | 99 | 101 | 103 | 3 | 106 | 97
COc1ccc(S(=O)(=O)NCC(c2cccnc2)N2CCN(C)CC2)cc1OC (stereo not drawn) | -0.2 | 116 | 105 | 84 | 116 | 1 | 129 | 112
CCOC(=O)CN(C(=O)CSc1nnc(-c2ccc(OC)c(OC)c2)o1)c1ccc(F)cc1 | 0.1 | 106 | 102 | 81 | 108 | 1 | 97 | 112
CC(C)c1cc(N2CCC(=O)NC2=O)cc(C(=O)O)c1O | 0.6 | 90 | 92 | 107 | 89 | 1 | 89 | 85
CCN(CC)CCNC(=O)Cn1nc(Cc2cccnc2)c2ccccc2c1=O | -0.1 | 110 | 108 | 90 | 118 | 1 | 107 | 111
Cc1ccc(NC(=O)CN(C)C(=O)Cn2ccsc2=N)cc1 | 0.0 | 115 | 105 | 97 | 105 | -1 | 100 | 106
CCOc1ccc(/C=C/C(=O)c2ccc(-c3ccccc3)cc2)cc1 | 0.0 | 95 | 97 | 83 | 98 | 14 | 96 | 104
Cc1ccc(NC(=O)CN(C)C(=O)CCC(=O)N2CCOCC2)cc1 | -0.1 | 105 | 103 | 99 | 112 | 0 | 110 | 110
COc1ccc(NC(=O)COC(=O)CC2CCCC2)cc1Cl | 0.0 | 105 | 99 | 91 | 89 | 3 | 99 | 91
O=C(c1ccccc1)N1CCc2ccccc21 | 0.0 | 121 | 97 | 100 | 111 | 0 | 117 | 113
O=C(/C=C/c1cccs1)c1ccc(NC(=O)c2ccccc2F)cc1 | 0.1 | 102 | 113 | 110 | 101 | 3 | 100 | 100
Cc1ccc2oc(C(=O)N(C)Cc3ccc(C)o3)c(C)c2c1 | 0.0 | 100 | 108 | 120 | 107 | 0 | 123 | 102
CC(C)CNC(=O)CC(NCC(C)C)C(=O)O (stereo not drawn) | 0.1 | 101 | 101 | 111 | 96 | -3 | 92 | 101
COc1ccc(CS(=O)(=O)CC(C)(O)c2ccccc2)cc1 (stereo not drawn) | -0.1 | 102 | 106 | 107 | 100 | 0 | 88 | 104
Cc1ccc(C)c(N2CCN(C(=O)c3cc4c(C)nc5ccccc5c4o3)CC2)c1 | 0.0 | 102 | 91 | 86 | 91 | 1 | 107 | 96
COc1ccccc1/C(C)=N/NC(=S)NCc1ccccc1 | 0.0 | 96 | 98 | 102 | 98 | 32 | 107 | 99
CCOC(=O)c1cccc(NC(=O)Cn2c(CC(=O)NC)nc3ccccc32)c1 | 0.4 | 101 | 101 | 100 | 105 | -3 | 106 | 100
COc1ccc(C(=O)COC(=O)CCCn2c(=O)oc3ccccc32)cc1 | 0.0 | 103 | 97 | 101 | 98 | -2 | 96 | 96
CCOc1ccc(N2CC(NC(=O)c3ccc4ccccc4c3)CC2=O)cc1 (stereo not drawn) | 0.2 | 93 | 88 | 106 | 98 | 1 | 103 | 83
c1ccc(COc2ccc(OCCCN3CCCC3)cc2)cc1 | 0.4 | 106 | 101 | 96 | 106 | 0 | 101 | 103
O=C(Nc1nc2ccccc2s1)c1cnccn1 | 0.0 | 107 | 97 | 94 | 92 | 32 | 108 | 97
O=C(NCc1ccccc1)NC1(C(=O)N2CCN(c3ncccn3)CC2)CCCCC1 | 0.0 | 109 | 108 | 93 | 114 | 1 | 108 | 100
CC(C)OC(=O)c1cccc(NC(=O)c2ccccc2)c1 | 0.0 | 109 | 101 | 103 | 96 | 8 | 106 | 86
C=CCN(C(=O)c1csnn1)C(C(=O)NC1CCCC1)c1ccccc1 (stereo not drawn) | 0.0 | 108 | 102 | 99 | 100 | -1 | 102 | 100
COc1cc(NC(=O)COC(=O)CCCC2=NS(=O)(=O)c3ccccc3N2)cc(OC)c1 | 0.0 | 100 | 95 | 108 | 98 | 2 | 95 | 96
CC(Cc1cccs1)NC(=O)CCCn1nnnc1CN1CCOCC1 (stereo not drawn) | 0.0 | 101 | 98 | 98 | 98 | 0 | 107 | 99
Cc1ccc(S(=O)(=O)NCCC(=O)OCC(=O)N(Cc2ccccc2)C(C)(C)C)cc1C | -0.1 | 91 | 92 | 83 | 100 | -2 | 98 | 94
CCOC(=O)Cn1cnc2c(cnn2-c2ccc(Cl)cc2)c1=O | 0.0 | 108 | 109 | 86 | 105 | 3 | 106 | 109
CCOC(=O)CN1CC23C=CC(O2)C(C(=O)N2CCN(c4ccc(F)cc4)CC2)C3C1=O (stereo not drawn) | 0.1 | 101 | 98 | 111 | 95 | -1 | 95 | 96
CCSc1ncccc1-c1nc2ccccc2[nH]1 | 0.2 | 102 | 97 | 111 | 101 | 1 | 108 | 100
Cn1ccnc1SCC(=O)Nc1ccc2c(c1)OC(F)(F)O2 | -0.2 | 92 | 86 | 101 | 85 | -2 | 84 | 90
CCOC(=O)C1=C(C)N(CCCC(=O)O)C(=O)NC1c1ccc2ccccc2c1 (stereo not drawn) | 0.1 | 102 | 98 | 99 | 104 | -1 | 95 | 99
O=C(NCC1CCCN(Cc2ccccc2F)C1)c1cccc(C(F)(F)F)c1 (stereo not drawn) | 0.0 | 107 | 105 | 93 | 106 | 15 | 97 | 108
CC(C)(C)c1nnc(NC(=O)CCS(=O)(=O)Cc2ccccc2)s1 | -0.1 | 97 | 100 | 113 | 102 | 15 | 102 | 97
CCN(CC)Cc1cc(Nc2ccnc3cc(Cl)ccc23)ccc1O | -0.2&0.0 | 102&91 | 107&104 | 104&96 | 97&97 | 3&2 | 118&103 | 100&102
COCCNC(=O)Cc1ccc(F)cc1 | -0.2 | 98 | 96 | 96 | 92 | 0 | 98 | 94
O=C(CCCn1cnc2ccccc2c1=O)Nc1ccccc1F | -0.1 | 104 | 102 | 108 | 92 | 2 | 91 | 88
CCOc1ccccc1CNC(=O)CNC(=O)c1cccs1 | 0.0 | 102 | 102 | 126 | 101 | 4 | 101 | 96
O=c1[nH]c(CN2CCN(c3ccccc3Cl)CC2)nc2ccsc12 | 0.0 | 110 | 100 | 90 | 99 | 1 | 101 | 90
CCn1c(SCC(=O)N/N=C/C=C\c2ccccc2[N+](=O)[O-])nnc1-c1ccccc1 | 0.1 | 88 | 96 | 93 | 97 | 17 | 90 | 97
COc1cc(OC)c(C2CC(=O)N3CN(C)CSC3=C2C#N)cc1OC (stereo not drawn) | 0.0 | 100 | 104 | 102 | 109 | 0 | 122 | 115
CCc1ccc(C(C)NC(=S)NC2CCCCC2)cc1 (stereo not drawn) | 0.1 | 109 | 113 | 102 | 91 | . | 87 | 89
COC(=O)c1sccc1NC(=O)Nc1ccccc1Cl | 0.0 | 99 | 105 | 87 | 83 | . | 77 | 108
Cc1ccc(NC(=O)CN2CCN(Cc3ccccc3)CC2)c(Br)c1 | 0.4 | 107 | 102 | 115 | 108 | -4 | 112 | 104
Cc1ccccc1N(CC(N)=O)S(C)(=O)=O | -0.1 | 99 | 103 | 122 | 103 | 0 | 99 | 104
CCc1nnc(NC(=O)Cc2sc(C)nc2-c2ccc(C)cc2)s1 | 0.0 | 100 | 93 | 93 | 105 | 7 | 110 | 99

Going on with the list.
SMILES | Efflux pump mplx | MEP2 TOR yeast | RPL19A-GFP yeast | Yeast superoxide | AGP1 TOR yeast | AHR activator | LAP4 TOR yeast | CIT2-GFP yeast
COc1ccc(-c2cc(=O)oc3cc(OC(C)C(=O)NCc4ccccn4)ccc23)cc1 (stereo not drawn) | -0.1 | 107 | 102 | 97 | 102 | 0 | 102 | 104
COc1cc(NS(=O)(=O)c2ccc(OC)c(OC)c2)cc(OC)c1 | -0.1 | 94 | 115 | 112 | 85 | 4 | 87 | 87
COc1ccc(NC(=O)c2cc(S(=O)(=O)N3CCCCC3)ccc2N2CCCCC2)cn1 | 0.8 | 93 | 94 | 104 | 94 | 1 | 90 | 94
COc1cc(C(=O)Nc2ccc(NC(=O)C(C)C)nc2)cc(OC)c1OC | 0.0 | 163 | 101 | 84 | 109 | 0 | 111 | 102
O=C(NCC(=O)N1CCN(c2ccccc2F)CC1)c1cccs1 | -0.1 | 111 | 108 | 95 | 103 | 3 | 85 | 114
COc1ccc(C2=NN(C(=S)Nc3ccccc3)C(c3ccccc3)C2)cc1 (stereo not drawn) | -1.7 | 103 | 106 | 92 | 90 | 7 | 82 | 112
O=C(NS(=O)(=O)Oc1ccccc1F)OC[C@@H]1CCCN2CCCCC12 (stereo partly drawn) | 0.0 | 102 | 102 | 88 | 103 | 0 | 99 | 102
CN(C)S(=O)(=O)c1cccc(NC(=O)Cc2ccc(Cl)cc2)c1 | -0.2 | 100 | 97 | 96 | 124 | 0 | 103 | 90
CC(C)CN(CC(C)C)C(=O)C12CCC(C)(C(=O)C1)C2(C)C (stereo not drawn) | -0.2 | 95 | 94 | 84 | 91 | 3 | 83 | .
O=C(CSc1cn(CCNC(=O)c2cccs2)c2ccccc12)NC1CCCCC1 | 0.6 | 101 | 99 | 116 | 88 | 1 | 108 | 91
COc1ccc(Oc2nnc(-c3ccc(C)cc3)c3ccccc23)cc1 | 0.1 | 97 | 117 | 100 | 87 | 2 | 82 | 80
CC1CCN(C(=O)CCC(=O)Nc2nnc(C3CCCCC3)s2)CC1 | 0.3 | 95 | 94 | 102 | 104 | 5 | 101 | 93
